HepG2 viability: qHTS for Inhibitors of TGF-b: Cytotox Counterscreen; Potency, µM (top dose mostly 46.1 µM), for inactives: top-dose activity change, negative = cytotoxicity, hits mostly cytotoxic; 0.76% of 410,000 active; HepG2 CAGA-GFP viability, ATP luminescence, 18 h; AID 588856, 2011; note: potency is the fitted concentration of half-maximal effect; some results filed as inactive show a strong effect at the top dose
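HepG2 CAGA-GFP cells (1000/well, DMEM with 1% FBS) received compound, then TGF-beta at 500 pg/mL final, and were incubated 18 hours at 37 degrees C. Viability was read by CellTiter-Glo luminescence. Media-only wells were set as complete cell-killing and DMSO as no toxicity.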
A549 viability: Nrf2 qHTS screen for inhibitors: counterscreen for cytotoxicity; A549 ARE-Fluc cells, CellTiter-Fluor viability, 18-24 h; Potency, µM (highest dose often 46 µM), inactives show top-dose activity change, negative = cytotoxicity, hits mostly inhibitors; 0.16% of 390,000 active; AID 504648, 2011; note: potency is the fitted concentration of half-maximal effect; % is set by controls: 0 for no effect and ±100 for the full control effect
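Cytotoxicity counterscreen: CellTiter-Fluor fluorescence was measured in A549 ARE_Fluc cells after 18-24 h of compound exposure in a concentration series. The subsequent BugLite luminescent read reports ARE-luciferase activity.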
TGFb inhibitor: qHTS for Inhibitors of TGF-b. HepG2 CAGA-GFP TGF-b/SMAD3 reporter, GFP fluorescence, 18 h; TGF-beta stimulated, 500 pg/mL final. Potency, µM (highest dose often 46.1 µM), for the others: at the highest dose activity, negative = inhibition, most hits filed as inhibitors. 1.2% of 410,000 active. AID 588855, 2011; note: potency is the fitted concentration of half-maximal effect; % is set by controls: 0 for no effect and ±100 for the full control effect; nearly all actives have a fitted effect of over 65% in size
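Read-out: total well GFP (ex488/em500-530) summed from mean per-cell fluorescence. Cells: HEPG2 CAGA-GFP, 1% FBS DMEM, 18 h at 37 degrees C with 500 pg/mL final TGF-beta. Unstimulated wells served as the full-inhibition control; stimulated DMSO wells = 0%.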
Nrf2 block: Nrf2 qHTS screen for inhibitors; A549 ARE-Fluc reporter, luciferase luminescence, 18-24 h; Potency, µM (titrated, usually from 46 µM), for inactives: at the highest dose activity change, negative = inhibition, most hits filed as inhibitors; AID 504444, 2011; 2.1% of 360,000 active; note: potency is the fitted concentration of half-maximal effect; % is set by controls: 0 for no effect and ±100 for the full control effect; nearly all actives have a fitted effect of over 60% in size
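A549 ARE_Fluc cells (5000/well, 5% FBS OPTI-MEM) pre-incubated 2 h, then treated with compounds 18-24 h at 37C/5% CO2 in concentration-response. CellTiter-Fluor viability read first; BugLite luciferase luminescence after 15 min at room temperature gives Nrf2 activity.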
Nrf2 activator: qHTS of Nrf2 Activators; Potency, µM (top dose mostly 46.1 µM), inactives show top-dose activation, hits mostly activators; 0.31% of 410,000 active; AREc32 ARE-luciferase reporter (MCF7-derived line), luminescence, 24 h; note: potency is the fitted concentration of half-maximal effect; % of control where 0% means no effect; nearly all actives have a fitted effect of over 65% in size
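Steps: seed AREc32_Fluc cells (1000/well, 5% FBS OPTI-MEM); incubate overnight at 37 deg C; add 23 nL compound; incubate 24 hr; add Steady-Glo; hold 30 min RT; read luminescence.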
ATXN2 expr inh: Primary qHTS for Inhibitors of ATXN expression. HEK-293 ATXN2-luciferase reporter, luminescence, 24 h. Potency, µM (highest dose often 57 µM), without a hit: at the top dose activity change, negative = inhibition, usual class: inhibitors. 0.72% of 360,000 active; note: potency is the fitted concentration of half-maximal effect; % is set by controls: 0 for no effect and ±100 for the full control effect; nearly all actives have a fitted effect of over 55% in size
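qHTS (up to 57 uM final) was run with 24 h compound exposure of reporter cells at 37 °C. Each well was multiplexed: SteadyGlo luminescence measured ATXN2-luciferase expression after a fluorogenic Gly-Phe-AFC viability readout (25 uM final).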
IL1B secr inh: qHTS for Inhibitors of Inflammasome Signaling: IL-1-beta AlphaLISA Primary Screen; 4.7% of 360,000 active; THP-1 LPS/ATP IL-1B secretion, AlphaLISA, 16 h; active compounds read low; activity change, % at 57.5 µM; in the data active = activity change below about -50%; inconclusive = mostly about -30% to -49%; note: % is set by controls: 0 for no effect and ±100 for the full control effect
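Secreted IL-1B measured by AlphaLISA bead assay after 16 h compound exposure of THP-1 cells; compounds (final up to 57.5 uM) added 1 h before LPS (250 ng/mL) and ATP (1.25 mM) stimulation; lower signal means less secretion.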
MCF10A rereplic: A quantitative high throughput screen for small molecules that induce DNA re-replication in MCF 10a normal breast cells. MCF 10A DNA re-replication, Hoechst nuclear intensity, 48 h. AID 624296, 2012. Potency, µM (series often up to 46.1 µM), for inactives: at the top dose activity, positive = re-replication, most hits filed as activators. 2.9% of 350,000 active; note: potency is the fitted concentration of half-maximal effect; % of control where 0% means no effect; nearly all actives have a fitted effect of over 50% in size
S2 tox: Viability Counterscreen for Primary qHTS for Inhibitors of ATXN expression; Potency, µM (doses to about 56.7 µM), hits mostly cytotoxic; S2 cells (HEK-293 line with an ATXN2-luciferase reporter) viability, CellTiter-Fluor protease fluorescence, 24 h; 0.49% of 400,000 active; AID 651635, 2014; note: potency is the fitted concentration of half-maximal effect; nearly all actives have a fitted effect of over 40% in size
An asterisk follows results filed as active; i = inactive; ? = inconclusive; nt = not tested or not shown; [ ] = another dose, or the depositor's remark. Unless noted, calls come from the whole dose curve; as a rule, active = well fitted curve in the direction sought with a large enough effect; inconclusive = small, poorly fitted or top-dose-only effect, or another doubt; inactive = no such curve, though single readings can be large; an effect the other way counts as inactive or inconclusive. Rows are unselected; overall some 8.8% were active at least once.

SMILES | HepG2 viability | A549 viability | TGFb inhibitor | Nrf2 block | Nrf2 activator | ATXN2 expr inh | IL1B secr inh | MCF10A rereplic | S2 tox
Cn1c(=O)c(=O)n(C)c2cc(S(=O)(=O)N3CCN(c4ccccc4)CC3)ccc21 | -14% | 7% | 2% | 9% | -0.9% | nt | nt | nt | nt
Cc1cc(N2CCOCC2)n2ncc(-c3ccccc3)c2n1 | -4% | 15% | -2% | nt | 3.2% | -48% | -7 | -7% | i
COc1ccc2[nH]c3c(c2c1)CCN1C(=O)C(CC(=O)NCc2ccco2)C[C@H](C(=O)N(C(C)C)C(C)C)[C@@]31C (stereo not given in full) | -20% | -3% | ? | 15% | 4.3% | 4% | -26 | -6% | i
C=C(C)CSc1nc(N)c(C#N)c(-c2ccc(C)cc2)c1C#N | -16% | -1% | 0% | -10% | 4.7% | 7% | -1 | 14% | i
CCN(CC)CCCN1C(=O)C(O)=C(C(=O)c2ccc(C)o2)C1c1ccc(C)o1 (stereo not given) | -5% | -2% | -6% | 14% | 4.6% | 3% | -4 | -5% | i
O=C(CCc1ccc(O)c(O)c1)N/N=C/c1cc2c(cc1[N+](=O)[O-])OCO2 | -1% | -9% | -13% | 5% | 4.9% | -5% | 5 | -11% | ?
O=C(c1cc(COc2ccc(F)cc2Cl)on1)N1CCc2sccc2C1 | 6% | 1% | -14% | 9% | 0.0% | 14% | ? | 3% | i
CC(C)(C)NC(=O)CN(C(=O)c1ccc(CN2CCOCC2)o1)c1ccc2c(c1)OCCO2 | 6% | 2% | 3% | -5% | -0.2% | 3% | 0 | 15% | i
COc1ccc(C(=O)NC2=Nc3ccccc3N=C(C)C2c2ccccc2)cc1 (stereo not given) | -18% | -18% | 7% | 0% | 25% | 22% | 8 | ? | ?
COc1ccc(-n2nnnc2SCc2nc3ccccc3s2)cc1 | 8% | -4% | 0% | ? | ? | 64%[activator] | 32 | 20% | i
Oc1c(Cl)cc(Cl)cc1/C=N/Nc1ncc(Br)cn1 | -13% | 0% | -15% | -1% | 4.3% | ? | 10 | ? | ?
Cc1cccc(N2CCN(C(=O)n3ccnc3)CC2)c1C | -21% | 1% | -12% | -8% | -0.8% | -10% | nt | 2% | ?
C[C@@H]1CN(S(=O)C(C)(C)C)[C@@H](CCO)/C1=C\c1ccccc1 (stereo not given in full) | 2% | 2% | 4% | 8% | 0.5% | 5% | 15 | -1% | i
COC(=O)c1ccccc1NC(=O)Cc1nc(-c2ccccc2)sc1-c1ccc(C)cc1 | 2% | 14% | -6% | 14% | 21% | 15% | -19 | ? | i
CC(C)(CNC(=O)c1cc(Cl)c(O)c(Cl)c1)N1CCCCC1 | -3% | 4% | 5% | -4% | -0.5% | -7% | 4 | -6% | i
C=CCOc1c(CNc2ncn[nH]2)cccc1OC | -17% | -8% | 7% | 2% | 0.1% | 5% | 14 | 0% | i
CC1CN(C(=S)NC(=O)c2ccco2)CC(C)O1 (stereo not given) | -2% | 0% | ? | 10% | -1.2% | 1% | 3 | -66%[inhibitor] | i
O=C(c1cc(-c2ccc(O)cc2)on1)N1CCCC1 | -16% | -19% | 16% | ? | -0.6% | -12% | -18 | 7% | i
O=C(Cn1cnc2ccccc21)N1CCc2ccccc21 | 0% | 11% | 4% | -7% | 0.1% | nt | 31 | 0% | i
O=C(Nc1ccccc1OC(F)F)c1cc2c(s1)CCC2 | -20% | 6% | -9% | ? | 7.1% | nt | 5 | ? | i
Cc1ccc(OCC(=O)N(Cc2ccco2)C2CCS(=O)(=O)C2)cc1C (stereo not given) | -2% | 3% | -10% | -13% | -0.3% | -2% | -1 | 8% | nt
Cc1ccccc1OCC(=O)OCC(=O)Nc1ccc(N2CCOCC2)cc1 | -4% | 0% | 3% | -13% | 0.1% | nt | -20 | 11% | ?
Cn1cc(CN2CCCC(C(=O)c3nccn3C)C2)c(-c2cccc(Cl)c2)n1 (stereo not given) | -23% | 1% | -22% | 6% | -0.4% | -6% | 5 | ? | i
COC(=O)/C(C#N)=C/c1ccc(N2CCOCC2)c([N+](=O)[O-])c1 | -42% | 1% | 0% | 10% | -0.5% | -2% | 9 | 0% | i
CC(C)CCCN1C(Nc2ccccc2)=NC[C@@H]1CC(C)C | -38% | -16% | -20% | 11% | -0.2% | -3% | -28 | 16% | ?
O=C(N/N=C/c1ccc(O)cc1)c1ccc(NC(=O)c2ccccc2Br)cc1 | -19% | -7% | -1% | ? | 4.2% | -4% | -23 | ? | i
CCOc1ccc(C(=O)NCC(=O)OC2CCOC2=O)cc1OCC (stereo not given) | -17% | -5% | 0% | -10% | -0.2% | -2% | 4 | 0% | i
COc1ccc(-c2nc3ccccc3o2)cc1NC(=O)c1ccc(Br)o1 | -26% | -3% | ? | 4% | 2.0% | -18% | 66 | -4% | i
C=CCNC(=O)/C(C#N)=C/c1c(N2CCN(c3cccc(Cl)c3)CC2)nc2c(C)cccn2c1=O | -22% | -9% | -24% | -12% | 2.1% | -19% | -5 | 21µM* | nt
O=C(CNCCO)NC12CC3CC(CC(C3)C1)C2 | -6% | 3% | -3% | 16% | 0.2% | 0% | 7 | 1% | i
COc1cc(C2C3=C(CC(C)(C)CC3=O)OC3=C2C(=O)CC(C)(C)C3)cc([N+](=O)[O-])c1O | -119% | -28% | 0% | -28% | 0.2% | -7% | -11 | -2% | ?
C[C@H]1COC(=O)[C@H](CC(=O)OC(C)(C)C)C/C=C\C[C@@H](CC(=O)NCCO)C(=O)N1 | -29% | 6% | -7% | -9% | -0.2% | -1% | 16 | ? | i
CC(=O)NC1C(Oc2ccccc2C)OC2COC(c3ccco3)OC2C1O (stereo not given) | 4% | -4% | 1% | 6% | 0.8% | 2% | 10 | 0% | i
CCN=C1SC(CC(=O)Nc2ccc(N3CCOCC3)cc2)C(=O)N1CC (stereo not given) | -3% | -7% | 8% | -7% | 0.1% | 2% | -4 | -2% | i
O=C(COC(=O)CNC(=O)c1ccccc1Cl)Nc1ncc(C(F)(F)F)cc1Cl | 15% | 2% | -14% | -3% | 0.4% | 4% | 4 | 12% | ?
CCOC(=O)c1ccc(-n2c(C)nc3ccccc3c2=O)cc1 | 12% | -4% | 20% | -1% | 0.0% | 0% | 7 | 2% | i
Cc1ccc(C)c(S(=O)(=O)N2CCN(C(=O)CCC(=O)NCc3ccc(Cl)cc3Cl)CC2)c1 | -69% | -5% | ? | -12% | 0.5% | -26% | ? | 21µM* | i
O=C(CSc1nc2ccsc2c(=O)n1Cc1ccccc1Cl)NCc1ccc(Cl)cc1 | -12% | -2% | 25% | -15% | 0.5% | 15% | nt | nt | i
Cc1nn(-c2ccccc2)nc1C(=O)NN | -35% | 11% | 0% | 2% | 6.2% | -30% | 0 | 1% | i
O=C(CN1CCN(c2ccccn2)CC1)Nc1cccc(Cl)c1Cl | -28% | 0% | 6% | -7% | -0.8% | -19% | -15 | 1% | i
Cc1cc(=O)n(C(C)(C)C)c(=O)n1Cc1ccccc1 | -2% | 4% | 20% | -6% | -0.8% | -6% | 4 | -11% | i
COc1cc(C(=O)Nc2sc3c(c2C(=O)O)CCC(C)C3)cc(OC)c1OC (stereo not given) | 7% | -11% | 0% | 5.2µM* | 0.3% | -27% | 6 | 0% | i
O=C(O)C1CCC(CNCc2ccccc2Cl)CC1 (stereo not given) | 8% | 4% | 13% | -4% | 0.8% | -2% | -4 | -1% | i
Cc1nnnn1-c1ccc(CC(=O)O)cc1 | -5% | 2% | 6% | 10% | -0.7%[9.22 µM] | -1% | -4 | -13% | i
CCC(=O)c1ccc(OCC(=O)Nc2ccccc2N2CCCCC2)cc1 | 15% | 1% | 2% | -1% | -0.8% | 5% | 4 | -10% | i
COc1ccc(C2(CNC(=O)c3ccccc3[N+](=O)[O-])CCOCC2)cc1 | -21% | 4% | -11% | 9% | -0.8% | -15%[11.3 µM] | 14 | -11% | i
COC(=O)c1nc(NC(=O)C(C)C)n[nH]1 | -18% | -3% | 7% | 15% | 0.3% | -4% | 20 | 26% | i
CC(C)NC(=S)N/N=C/c1sc(N2CCCCC2)nc1-c1cccs1 | 0% | -3% | -6% | 6% | 0.4% | 62%[activator] | 18 | ? | i
Cc1ccc(Nc2ncccc2C(N)=O)cc1[N+](=O)[O-] | -21% | 1% | 5% | ? | 4.2% | 79%[activator] | -26 | -1% | i
COc1cc(C(=O)N[C@@H](Cc2c[nH]c3ccccc23)C(=O)O)cc(OC)c1OC | -1% | -3% | -2% | 5% | 0.2% | 4% | 34 | ? | i
COc1ccc2oc(C(=O)N(CC(C)C)C3CCS(=O)(=O)C3)c(C)c2c1 (stereo not given) | 7% | 1% | 7% | 3% | -0.6% | -9% | 13 | ? | i
CC(C)(C)c1ccc(/C=N/NC(=S)NC2CCCCC2)cc1 | -20% | -7% | -55% | -19% | 7.4% | 3% | -30 | 16µM* | i

Rewritten as a markdown table: entries from further up.
| SMILES | HepG2 viability | A549 viability | TGFb inhibitor | Nrf2 block | Nrf2 activator | ATXN2 expr inh | IL1B secr inh | MCF10A rereplic | S2 tox |
| --- | --- | --- | --- | --- | --- | --- | --- | --- | --- |
| Cc1cc(=O)n(C(C)(C)C)c(=O)n1Cc1ccccc1 | -2% | 4% | 20% | -6% | -0.8% | -6% | 4 | -11% | i |
| CC(C)(C)c1ccc(/C=N/NC(=S)NC2CCCCC2)cc1 | -20% | -7% | -55% | -19% | 7.4% | 3% | -30 | 16µM* | i |
| COC(=O)c1nc(NC(=O)C(C)C)n[nH]1 | -18% | -3% | 7% | 15% | 0.3% | -4% | 20 | 26% | i |

High-throughput results: PubChem BioAssay, National Center for Advancing Translational Sciences (NCATS)
